hiPSC survival: increases survival of single human iPS cells. hiPSC single-cell survival, ATPlite luminescence; 100% = ROCK inhibitor wells, 0% = DMSO. AID 602274. survival enhancement, % at 20 µM. 360,000 compounds, 0.044% hits; in the data active = survival enhancement above about 18%;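 note: cells exposed to compounds for 16 hours before the ATP read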
m5-HT2A agonist: mouse HTR2A agonism via beta-arrestin recruitment | CHO-K1 mHTR2A beta-arrestin complementation, luminescence; percent of 30 µM serotonin response | activation, % at 7.6 µM | AID 624169 | 360,000 compounds, 0.66% hits | P35363;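 active = activation above a run cutoff, the mean activation of all tested compounds plus 3 SD, cut at about 14% in these data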;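 note: 0% = plate median of compound wells and 100% = 30 µM serotonin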
aDG glyco up: alpha-DG glycosylation activation; Pro5-aDG cells, alpha-DG glycosylation AlphaScreen (IIH6); 0% Pro5, 100% B10-LARGE cell signal; activation, % at 10 µM; 360,000 compounds, 0.22% hits;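 active = activation of at least 8% versus controls, or a plate z-score of at least 8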;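 note: Pro5 are CHO cells carrying HIG-tagged alpha-DG that lacks glycosylation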
Cardio protect: protects H9c2 cardiomyocytes from peroxide injury; H2O2 injury protection, ATPLite, 2 h; protection from H2O2 cell death, % at 20 µM; 360,000 compounds, 0.63% hits; AID 588492;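 active = compounds giving at least 50% protection of heart cells from peroxide-induced death in the single-dose screen, raw or plate-pattern-corrected value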;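 note: 0% = DMSO wells with peroxide and 100% = DMSO wells without peroxide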
ABCB6 inh 2: blocks the human ABCB6 transporter; fluorescence ratio to DMSO, % at 10 µM; 360,000 compounds, 0.19% hits; Q9NP58; AID 602162; K562-ABCB6 porphyrin accumulation, flow cytometry, 1 h; hits give low values;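 active = fluorescence ratio to DMSO below 75%, the collection mean minus 3 SD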;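 note: signal is porphyrin accumulated inside mitochondria; 100% equals median channel fluorescence of DMSO control wells; lower ratio means ABCB6 inhibition with less porphyrin fluorescence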
MC4R ag barr: human MC4R agonism via beta-arrestin; AID 540308; U2OS MC4R beta-arrestin complementation, luminescence; percent of melanotan II response, DMSO zero; activation, % at 8.9 µM; 360,000 compounds, 0.98% hits; P32245;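 active = activation above a per-plate cutoff, the mean activation of sample wells on that plate plus 3 SD, cut at about 8% in these data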
MC4R antagonist: human MC4R antagonism in cAMP assay. inhibition, % at 6.5 µM. P32245. 360,000 compounds, 0.48% hits. MC4R-expressing cells, MTII-stimulated cAMP, LANCE TR-FRET;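 active = inhibition above its plate's cutoff, the mean of tested wells on that plate plus 3 SD, cut at about 29% in these data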;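 note: 0% = Melanotan II alone and 100% = Melanotan II plus saturating MCL0020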
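Assay system: human MC4R-expressing U2OS cells; reagent: Melanotan II stimulation of cells; dosing: 6.5 µM single dose; timing: compound 30 min, challenge 1 h, detection 1 h; signal: TR-FRET cAMP assay; replicates: one well per compound, no replicates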
N-glyco inh: N-linked glycosylation inhibition | D54 ERlucT glycosylation luciferase reporter, 24 h; percent of 100 nM tunicamycin response | reporter increase, % at 12.5 µM | 360,000 compounds, 0.23% hits | AID 588692;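 active = mean luciferase reporter signal, scaled so untreated is 0 and the glycosylation-blocking control 100, at or above a set limit in every replicate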;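 note: luciferase carries N-glycosylation sites so blocking glycosylation raises the light; 0% = median of neutral control wells and 100% = median of 100 nM tunicamycin wells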
Exocytosis inh: lytic granule exocytosis inhibition. TALL-104 LAMP-1 surface exposure, flow cytometry; cells stimulated with thapsigargin and PMA. inhibition, % at 10 µM. 360,000 compounds, 0.66% hits;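 active = inhibition above about 55%, limit read from the data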
ABHD5 PLIN5 PPI: inhibitors of human ABHD5-perilipin-5 interaction. Q00G26+Q8WTS1. Split G. princeps luciferase complementation, luminescence, 4 h. inhibition, % at 4 µM. 360,000 compounds, 0.78% hits. AID 602281;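 active = inhibition above the mean inhibition across every tested compound plus 3 SD, cut at about 22% in these data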;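 note: 0% = DMSO only wells and the 100% control is not disclosed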
Target sequence (Q00G26 whole entry, looked up): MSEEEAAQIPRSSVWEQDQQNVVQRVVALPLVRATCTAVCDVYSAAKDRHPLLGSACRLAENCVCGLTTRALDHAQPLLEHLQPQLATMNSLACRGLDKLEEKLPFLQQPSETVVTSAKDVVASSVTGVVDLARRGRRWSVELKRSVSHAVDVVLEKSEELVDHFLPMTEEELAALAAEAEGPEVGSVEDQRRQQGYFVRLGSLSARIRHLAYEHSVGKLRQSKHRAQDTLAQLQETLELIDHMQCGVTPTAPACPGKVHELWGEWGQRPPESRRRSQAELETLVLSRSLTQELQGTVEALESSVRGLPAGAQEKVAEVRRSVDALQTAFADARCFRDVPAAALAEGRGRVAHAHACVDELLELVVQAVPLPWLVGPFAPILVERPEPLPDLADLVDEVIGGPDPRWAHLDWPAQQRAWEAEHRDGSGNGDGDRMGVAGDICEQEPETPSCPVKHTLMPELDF
Target sequence (Q8WTS1 whole entry, looked up): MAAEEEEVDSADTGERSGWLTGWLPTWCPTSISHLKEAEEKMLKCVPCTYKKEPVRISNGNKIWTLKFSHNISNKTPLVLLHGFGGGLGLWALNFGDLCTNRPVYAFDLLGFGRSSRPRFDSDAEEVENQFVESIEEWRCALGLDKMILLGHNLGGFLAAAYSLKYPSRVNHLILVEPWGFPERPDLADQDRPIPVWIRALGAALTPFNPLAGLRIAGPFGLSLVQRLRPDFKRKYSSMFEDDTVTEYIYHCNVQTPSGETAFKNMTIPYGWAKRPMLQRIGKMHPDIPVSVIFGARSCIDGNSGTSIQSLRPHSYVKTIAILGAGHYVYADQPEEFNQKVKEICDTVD
Active calls of the source: *; . = no result given.

Every second line gives: hiPSC survival	m5-HT2A agonist	aDG glyco up	Cardio protect	ABCB6 inh 2	MC4R ag barr	MC4R antagonist	N-glyco inh	Exocytosis inh	ABHD5 PLIN5 PPI
#1 Cc1cc(C)c(C(=O)COc2cccnc2[N+](=O)[O-])cc1C
→ 4.4	-1.5	0.0	2.6	106.0	-2.4	1.4	0.8	0.8	-2.9
#2 CCOC(=O)Cn1c(=N)n(CCOc2ccc(Br)cc2)c2ccccc21
→ -0.2	-5.8	0.1	1.3	98.0	0.6	-2.1	-2.9	65.7*	5.8
#3 Cc1nnc(N(Cc2ccco2)C(=O)c2ccno2)s1
→ 2.2	0.4	0.1	4.4	95.0	-2.0	12.1	2.9	-1.9	1.6
#4 Cc1oc2c(c(C)cc3oc(=O)c(CC(=O)NCC(=O)NCC(=O)O)c(C)c32)c1C
→ -0.5	1.0	-0.1	-3.7	98.0	-2.3	5.9	0.8	3.1	-0.3
#5 Clc1ccc(-c2cn3cccnc3n2)cc1
→ -3.3	-5.9	-0.3	-9.0	104.0	0.3	2.8	1.1	0.3	-1.3
#6 COc1cc(C(=O)Oc2cc(N)n(S(=O)(=O)c3ccc(F)cc3)n2)cc(OC)c1OC
→ -0.3	1.6	-0.1	6.0	170.0	-1.3	-2.1	7.1	23.5	5.0
#7 Cn1c(CC(=O)Nc2ccccc2F)nnc1SCC(=O)NC1CCCC1
→ -0.1	5.5	-0.1	7.7	98.0	-1.1	11.8	0.2	-10.6	-6.3
#8 Cc1ccc(NC(=O)c2noc3c2CCC3)cc1C
→ -0.1	0.0	0.3	-24.2	93.0	-1.2	-0.6	-18.5	2.4	-4.8
#9 O=C(COC(=O)/C=C/c1cccc(Cl)c1)NC1CCCC1
→ 3.3	7.9	2.7	-9.1	94.0	0.4	3.0	1.2	-0.5	1.9
#10 CC(C)(C)OC(=O)N1CCOCCOCCNCCOCCOCC1
→ 2.9	1.4	0.0	1.1	104.0	-2.2	10.1	-0.6	-2.1	-3.8
#11 C/C(=N\OCC(=O)Nc1nc2ccccc2s1)c1ccccc1
→ -0.7	0.6	-0.2	3.3	100.0	-0.6	-0.6	0.3	-1.1	-2.7
#12 CC(=O)N1CCC(c2c[nH]c3ccccc23)CC1
→ 0.2	0.4	-0.1	-1.3	91.0	-0.8	-2.0	1.0	1.6	2.1
#13 Cc1noc(C)c1S(=O)(=O)N1CCC(C(=O)N2CCN(Cc3ccc4c(c3)OCO4)CC2)CC1
→ 3.2	-2.2	-0.1	0.2	93.0	1.3	8.2	-0.7	2.3	-3.7
#14 CN(c1ccccc1)c1nc(N)c([N+](=O)[O-])c(NCCO)n1
→ -0.2	0.5	0.0	-0.7	106.0	-1.7	-7.4	1.9	-3.5	-2.2
#15 O=C(NCc1ccco1)C1CCN(S(=O)(=O)c2cccc3cccnc23)CC1
→ -0.8	7.7	1.1	-1.4	98.0	0.4	3.4	-5.0	-3.9	7.5
#16 Oc1c(Br)cc(Br)cc1C=Nc1cccnc1
→ -0.4	1.1	0.0	51.7*	100.0	-1.4	12.3	1.4	41.7	-26.8
#17 Cc1ccc(Nc2nnc(SCC(=O)Nc3cccc(S(=O)(=O)N4CCCCC4)c3)s2)cc1
→ -1.9	0.4	-0.2	-12.6	89.0	1.3	-7.7	-3.9	10.3	17.0
#18 O=C(Nc1ccccn1)c1cc(-c2cccc(Cl)c2)nc2ccccc12
→ -0.9	6.1	0.1	9.3	92.0	-0.1	11.0	-1.2	-2.2	0.1
#19 COc1ccc(CNC(=O)Cn2cc(C)c(=O)[nH]c2=O)cc1
→ 3.1	-3.9	-0.1	22.3	98.0	-1.8	-2.3	3.5	0.9	-2.4
#20 CCOC(=O)C1CCN(S(=O)(=O)c2cc3c4c(c2)C(C)C(=O)N4CCC3)CC1 (stereo not drawn)
→ -0.3	1.2	0.0	-2.4	98.0	-0.5	4.8	1.5	0.7	3.0
#21 COc1ccc(Oc2nc(-c3ccccc3)ncc2C(=O)O)cc1
→ 0.2	0.1	-0.1	-1.0	98.0	-0.9	6.0	2.1	3.7	3.4
#22 CS(=O)(=O)N(CC(=O)Nc1cccc(F)c1)Cc1ccccc1
→ -1.3	0.8	0.1	-4.1	97.0	0.3	3.8	0.4	-3.1	-5.7
#23 Cc1cc(C)n(Cc2ccccc2Cl)n1
→ -1.6	3.3	0.0	16.0	92.0	0.7	0.3	1.3	-1.2	-1.3
#24 COCCn1c(SC(C)C(=O)Nc2ccc3c(c2)OCCO3)nc2ccccc2c1=O (stereo not drawn)
→ -1.2	-2.6	0.1	8.7	92.0	-0.7	7.7	.	-0.4	0.8
#25 O=C(Nc1ccc2ccccc2c1)NC1CCS(=O)(=O)C1 (stereo not drawn)
→ 3.0	0.1	-0.3	5.3	102.0	-3.2	5.8	0.8	11.6	-2.6
#26 O=C(CCNS(=O)(=O)c1ccc(F)c(F)c1)NCCN1CCOCC1
→ -0.1	-2.9	-0.1	-2.1	97.0	-1.0	-7.7	0.3	-15.0	0.8
#27 Cc1ccc(-n2c(COc3ccccc3)n[nH]c2=S)cc1
→ -0.9	4.1	-0.3	7.7	100.0	-3.8	-2.8	-1.7	1.3	-1.1
#28 CC(C)(C)n1cnc2cc(NC(=O)c3ccccc3)ccc21
→ -0.7	-3.2	0.1	-15.1	96.0	-1.2	2.0	-6.2	-7.3	-4.2
#29 O=C(COC(=O)c1cccc(S(=O)(=O)N2CCCCCC2)c1)Nc1ccccc1
→ -0.1	7.2	-0.4	-5.3	96.0	-3.5	15.8	-1.0	-10.1	8.8
#30 CN(C)C(/C=C/Nc1ccc(Br)cc1)=C(C#N)C#N
→ -0.1	-4.0	-0.1	6.4	97.0	-1.9	-7.0	0.0	-0.7	2.6
#31 CC(C)(C)[C@H]1COC(=O)CCCC/C=C\C[C@H](CC(=O)N(CCO)Cc2ccccc2)C(=O)N1
→ 1.9	-1.3	0.1	11.7	101.0	1.5	3.1	1.5	1.4	-1.9
#32 CC(On1nnc2ccc(S(=O)(=O)N3CCOCC3)cc21)C(=O)Nc1ccccc1F (stereo not drawn)
→ 0.1	0.5	0.3	-6.8	100.0	-3.4	-3.9	1.5	6.4	4.8
#33 O=C(NC(NCc1ccccc1)C(Cl)(Cl)Cl)c1cccnc1 (stereo not drawn)
→ -2.0	0.1	0.1	-2.6	95.0	-1.2	6.3	0.0	-1.8	-2.4
#34 COc1ccccc1CCNCc1ccc(OC)c(OCc2ccccc2)c1
→ -2.2	2.8	5.6*	-15.4	98.0	3.3	-2.6	34.4*	8.5	4.0
#35 CNC(=O)c1cc(S(=O)(=O)NCc2ccncc2)ccc1OC
→ -0.1	0.8	0.1	-6.1	93.0	-2.8	3.4	0.3	5.7	12.6
#36 O=C(NCc1ccoc1)c1ccc(NC(=O)c2ccccc2Cl)cc1
→ 2.1	-0.9	0.0	3.6	97.0	-1.1	3.6	-6.6	1.1	9.6
#37 COc1ccc(OC)c(NC(=S)N(CCc2c(C)[nH]c3ccccc23)Cc2cccs2)c1
→ -0.6	13.4	-0.1	-23.8	96.0	0.6	7.6	-7.5	2.7	-5.8
#38 COc1cc(/C=C2/C(=O)N(c3cccc(Br)c3)N=C2C)cc(OC)c1O
→ 0.6	1.7	-0.1	-6.9	91.0	-0.7	25.4	5.2	-7.6	-28.7
#39 COc1ccc(OCCn2ccnc2)cc1
→ -0.8	-1.8	0.0	-1.8	98.0	-1.0	5.2	2.5	11.7	8.8
#40 Cc1ccc(S(=O)(=O)N2CCSCCSCCSCCSCC2)cc1
→ 4.9	-4.5	0.1	1.6	93.0	-0.9	12.6	-6.7	-0.6	-3.4
#41 CCCn1c(=O)c2ccccc2n2c(SCCOc3ccc(OC)cc3)nnc12
→ -1.6	4.0	0.5	3.5	96.0	-0.6	6.1	1.4	-2.7	6.1
#42 CC(=O)c1c[nH]c2ccc(C)cc2c1=O
→ -1.4	5.5	0.0	2.1	94.0	0.8	6.7	1.2	1.6	-2.9
#43 COc1cc(/C=N/NC(=O)c2ccccc2NS(=O)(=O)c2cccs2)ccc1O
→ -0.4	-0.6	-0.2	15.5	104.0	0.2	8.9	1.0	4.8	-5.6
#44 CC(=O)O[C@]1(C(C)=O)CC[C@H]2[C@@H]3C=C(C)C4=CC(=O)CC[C@@H]4[C@H]3CC[C@@]21C
→ -1.6	1.3	0.1	-7.8	98.0	-1.1	-2.6	1.3	-6.2	0.4
#45 O=C1CCC(C(=O)N(CCO)Cc2ccccc2)CN1CCc1cccc(F)c1 (stereo not drawn)
→ 1.1	6.6	0.0	-4.1	97.0	-2.6	-2.7	1.4	-19.5	-6.6
#46 CCCCCCn1cc(CN2CC(N(C)CC)CS2(=O)=O)nn1 (stereo not drawn)
→ 0.2	13.0	-0.3	.	93.0	.	.	.	-1.5	-5.1
#47 CC1(C)CC(=O)C(N=Nc2cccnc2)=C(O)C1
→ -0.6	-3.2	0.1	-5.4	102.0	0.5	4.5	5.0	-0.4	3.8
#48 CN(C)C(=O)COc1ccc(Oc2ccccc2)cc1
→ -0.8	-2.5	-0.5	5.0	96.0	0.3	5.6	0.1	-2.2	-2.0
#49 CC(/C=N/NC(=O)CSc1ccccn1)=C\c1ccc(C(C)C)cc1
→ 0.8	-1.6	0.4	-10.9	105.0	-1.1	10.8	-8.0	1.7	-4.8
#50 Cc1c(NC(=O)COC(=O)c2ccc[nH]c2=O)c(=O)n(-c2ccccc2)n1C
→ -1.8	-4.2	-0.2	-1.9	101.0	-3.2	-5.4	4.9	-0.6	-2.5
#51 COC(=O)c1ccc(C(=O)OC)c(NC(=O)CN(c2ccccc2)S(=O)(=O)N(C)C)c1
→ 4.0	-2.9	-0.2	1.4	99.0	1.3	2.9	6.6	-0.1	-4.7
#52 CC1(C)OC(=O)C(=NNc2ccc(Br)cc2)C(=O)O1
→ 3.9	-1.6	0.1	0.4	100.0	-1.2	1.2	3.5	19.5	-0.5
#53 CCCCOc1ccc2c(c1)C(=O)c1cc(O)ccc1-2
→ 0.6	3.0	0.4	-16.2	105.0	0.0	-16.1	5.3	1.4	-7.9
#54 Cc1nc2sc(C)c(C)c2c(=O)[nH]1
→ -1.5	1.4	-0.3	47.6	101.0	-2.3	-9.8	5.5	-1.8	3.8
#55 CCC(=O)N(Cc1cc(=O)[nH]c2ccccc12)C1CCCCC1
→ -2.8	-0.7	0.1	-2.6	88.0	1.1	3.5	2.1	0.4	0.2
#56 Cc1cnc(CN(C)C(=O)C2CCC(=O)N(CCc3ccc(Cl)cc3)C2)[nH]1 (stereo not drawn)
→ -1.1	-0.5	0.0	1.5	102.0	0.4	7.2	-1.3	-4.8	-3.1
#57 Cc1ccc(CCNC(=O)C2CCCN(S(=O)(=O)c3cccc4nsnc34)C2)cc1 (stereo not drawn)
→ 2.5	-3.6	0.4	6.1	92.0	-2.5	4.1	0.3	-3.7	-5.4
#58 CCN(C[C@H]1N[C@@](CC)(C(=O)OC)[C@H]2C(=O)N(C)C(=O)[C@@H]12)C(C)=O
→ 3.3	-3.4	0.1	1.9	98.0	-3.4	27.7	-0.4	-0.2	-2.2
#59 Cc1ccc(C)c(S(=O)(=O)N2CCN(C(=O)CCC(=O)c3cc(C)sc3C)CC2)c1
→ -0.1	-2.1	0.1	-6.2	96.0	-2.9	-2.7	0.5	-9.3	-6.5
#60 Cc1nc(/N=C(\N)NC(=O)c2ccccc2)nc2ccccc12
→ -1.2	5.6	0.5	-1.8	101.0	-1.2	0.3	0.9	26.6	-0.4

Screens as filed in PubChem BioAssay.
